MDM2 E3 inh = Mdm2 E3 ligase (human) inhibition | AID 1230 | Q00987 | 210,000 compounds, 0.11% hits | cell-based MDM2 ubiquitination luciferase reporter, 2 h; 0 = plate control, 100 = twice control, blank-subtracted | signal enhancement, % at 5 µM;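 active means signal enhancement of 30% or more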;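 further: luminescence tracks abundance of the self-degrading MDM2-luciferase fusion protein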
Target sequence (Q00987 whole entry, looked up, the tested form may be a part): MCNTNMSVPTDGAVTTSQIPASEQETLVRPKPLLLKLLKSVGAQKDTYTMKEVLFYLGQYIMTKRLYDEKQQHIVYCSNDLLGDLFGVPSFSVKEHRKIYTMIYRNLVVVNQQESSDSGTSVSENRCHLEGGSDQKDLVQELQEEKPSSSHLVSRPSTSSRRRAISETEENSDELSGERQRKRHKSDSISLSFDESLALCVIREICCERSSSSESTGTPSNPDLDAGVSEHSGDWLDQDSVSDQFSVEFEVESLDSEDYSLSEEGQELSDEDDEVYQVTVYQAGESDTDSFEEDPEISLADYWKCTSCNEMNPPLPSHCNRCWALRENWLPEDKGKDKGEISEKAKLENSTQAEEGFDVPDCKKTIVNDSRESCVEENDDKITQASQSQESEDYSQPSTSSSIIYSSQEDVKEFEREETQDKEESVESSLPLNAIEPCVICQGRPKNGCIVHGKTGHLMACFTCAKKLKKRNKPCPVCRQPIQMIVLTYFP
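Assay system: mammalian cells stably expressing self-ubiquitinating, self-degrading MDM2 E3–luciferase fusion. Quantity: 2000 cells in each well. Medium: DMEM culture medium. Compound dosing: single-point 5 µM. Timing: cell settling 4 h, compound treatment 2 h, both 37 °C. Technique: luciferase luminescence. Read-out basis: percent signal gain over controls, blank-subtracted. Benchmarks: plate controls and plate blanks.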
EBV gp42 block = blocks Epstein-Barr virus glycoprotein 42 binding. Fluorescence polarization binding assay, mP read-out. AID 1085. 220,000 compounds, 0.42% hits. inhibition, % (tested at 21.74 µM); in the data active means inhibition above about 50%
Target sequence (Q1HVG2 whole entry, looked up): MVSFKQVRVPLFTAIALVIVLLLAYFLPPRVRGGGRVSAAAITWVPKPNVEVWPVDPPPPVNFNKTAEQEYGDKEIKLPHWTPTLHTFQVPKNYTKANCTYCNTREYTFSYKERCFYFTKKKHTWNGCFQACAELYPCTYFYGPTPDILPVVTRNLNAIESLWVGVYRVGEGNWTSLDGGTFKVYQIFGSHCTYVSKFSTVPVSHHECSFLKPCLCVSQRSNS
PERK inhibitor = blocks human PERK kinase; inhibition, % at 5.6 µM; CHO PERK-DD fusion, SEAP luminescence translation reporter; 220,000 compounds, 0.17% hits;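 active means inhibition above the mean inhibition of all tested compounds plus 3 SD, set separately per screening campaign, cut at about 2.9% in these data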;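 further: PERK kinase domain activated by AP20187 dimerizer at 100 nM; 0% = DMSO with dimerizer and 100% = rapamycin at 8.4 µM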
Cl transport mod = modulates chloride dependent transport by human KCC2; Q9H2X9; B-score of Tl+ flux slope (higher = more flux/activation; lower = inhibition) at 10 µM; KCC2 cells, thallium flux FluoZin-2 fluorescence; AID 1456; 190,000 compounds, 2.2% hits;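 active means thallium flux slope and its plate-corrected score both differing from the plate sample mean at a set confidence after two filtering rounds, in either direction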;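 further: slope of fluorescence scaled to starting intensity during 10 to 20 s after thallium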
Rad51 HR inh = Rad51 (human) homologous recombination inhibition; Q06609; hRad51 DNA strand exchange, fluorescence dequenching; inhibition, % at 10 µM; 200,000 compounds, 0.085% hits; AID 1385;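 active means inhibition above 40% at the single screening dose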;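 further: 0% = DMSO control wells and 100% = blanks with heterologous ssDNA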
Target sequence (Q06609 whole entry, looked up): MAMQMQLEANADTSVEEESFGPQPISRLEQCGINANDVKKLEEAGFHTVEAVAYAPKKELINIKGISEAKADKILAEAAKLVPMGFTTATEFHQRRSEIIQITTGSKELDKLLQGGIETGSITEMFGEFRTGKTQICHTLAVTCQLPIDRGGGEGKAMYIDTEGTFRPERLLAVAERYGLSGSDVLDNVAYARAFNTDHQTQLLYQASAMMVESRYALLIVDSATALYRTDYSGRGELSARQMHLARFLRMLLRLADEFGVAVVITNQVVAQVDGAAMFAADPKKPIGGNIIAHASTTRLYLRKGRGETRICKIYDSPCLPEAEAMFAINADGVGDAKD
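System: human Rad51 nucleoprotein filaments preassembled on unlabelled ssDNA. Reagent: labelled 47-mer dsDNA for strand exchange. Schedule: 30-min compound preincubation and 15-min exchange, both room temperature. Measured by: FRET fluorescence dequenching, excitation 485 nm, emission 520 nm. Read-out: Fluorescence-based percent inhibition, control- and blank-normalised. Benchmarks: plate controls and plate blanks.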
m-calpain inh = inhibitors of pig calpain II; 220,000 compounds, 0.37% hits; inhibition, % at 16 µM; purified calpain II, fluorogenic peptide substrate, 30 min; AID 1236;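 active means inhibition above about 50%, limit read from the data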
zVAD death inh = L929 zVAD cell death inhibition. viability rescue, % at 10 µM. L929 zVAD necroptosis rescue, ATP luminescence, 24 h; with zVAD 60 µM. 220,000 compounds, 0.38% hits;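 active means activation, scaled between plate controls, above about 75%, limit read from the data; inactive means activation under that limit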;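 further: 0% = zVAD with DMSO and 100% = DMSO alone without zVAD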
TNF necrop inh = inhibitors of TNF-alpha induced necroptosis in Jurkat FADD-/- cells | AID 463075 | activation (protection from cell death), % at 10 µM | 220,000 compounds, 0.068% hits | Jurkat FADD-/- TNF necroptosis rescue, ATP luminescence, 24 h; 0 = TNF only, 100 = no-TNF cells;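 active means activation, meaning protection from cell death, of at least 50% relative to plate controls; inactive means activation below 50%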;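 further: necroptosis triggered by 40 ng/mL TNF-alpha added together with compound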
eIF4E-4G inh = inhibitors of eIF4E and eIF4G interaction in translation initiation; inhibition, % at 21.7 µM; AID 782; TR-FRET eIF4E-eIF4GI(517-606) binding, 2 h; 220,000 compounds, 0.37% hits;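 active means inhibition above about 30%, limit read from the data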;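 further: 0% = full FRET control wells and 100% = background wells lacking eIF4GI fragment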
Active calls of the source: *; . = no result given; [ ] = another dose, or the depositor's remark. An unsorted share of the library (roughly 3.6% active in at least one column).

Molecule | MDM2 E3 inh | EBV gp42 block | PERK inhibitor | Cl transport mod | Rad51 HR inh | m-calpain inh | zVAD death inh | TNF necrop inh | eIF4E-4G inh
OCCN(CC(O)COc1ccccc1)CC(O)Cn1ccc2ccccc21 (configuration not stated) | -8 | 1 | -0.8 | 0.025 | 6 | -11 | 0.5 | 3.4 | 1[fluorescence artefact?]
O=C(Nc1ccccc1)N1CCC(C(=O)N2CCN(S(=O)(=O)c3cccc(F)c3)CC2)CC1 | . | . | 0.7 | . | -7 | . | 2.0 | -0.4 | .
O=C(Nc1ccc(S(=O)(=O)N2CCCC2)cc1)c1ccc(CN2CCc3ccccc3C2)cc1 | -41 | 11 | -1.7 | 0.089 | -1 | 9 | 1.9 | -8.0 | 3
CC(=O)Oc1ccccc1N(C(C)=O)S(=O)(=O)c1ccc(C)cc1 | -7 | -15 | 0.0 | 0.093 | -10 | 16 | 0.5 | 0.9 | -1
CCN1C(=O)c2ccccc2S(=O)c2ccc(C(=O)NC3CC3)cc21 (configuration not stated) | -22 | -22 | -0.6 | 0.04 | 4 | 17 | 1.5 | 4.2 | -5
CCCCCOC(=O)CSc1nnc(-c2cc(OC)c(OC)c(OC)c2)o1 | -13 | -2 | 0.0 | -2.7 | -3 | -17 | -0.2 | -2.7 | 3
CCN1CCCC1CNC(=O)C(=O)Nc1ccccc1 (configuration not stated) | 18 | -11 | 0.5 | 1 | 4 | -12 | 6.8 | 0.0 | 0
O=C(NCc1ccco1)C(=O)NCC1OCCN1S(=O)(=O)c1ccc(Cl)cc1 (configuration not stated) | . | -12 | 0.1 | 0.62 | 2 | -21 | . | -1.6 | 6
Cc1ccc(-c2[nH]nc(N)c2N=Nc2cccc(Cl)c2C)cc1 | -3 | -10 | 0.0 | 0.09 | 1 | -15 | 0.8 | -8.7 | -3
CN(C)c1ccc(C=C2C(=O)OC3(CCCC3)OC2=O)cc1 | 6 | -213 | 1.7 | -0.98 | -18 | -13 | 9.4 | -0.7 | 7
CC1=CC(c2ccc(Cl)cc2)n2nc(NC(=O)c3ccccc3)nc2N1 (configuration not stated) | -3 | -3 | -1.4 | . | 1 | -111 | 0.0 | -0.1 | -2[fluorescence artefact?]
CCOC(=O)C1CCN(C(=O)CN(c2cc(OC)ccc2OC)S(=O)(=O)c2ccccc2)CC1 | -13 | -14 | -0.7 | -0.39 | 3 | -13 | -2.0 | 0.7 | -11
O=c1ccc2cc3c([nH]c4ccc(Br)cc43)oc-2c1O | -4 | -15 | -0.2 | -0.48 | -117 | -190 | -0.2 | 0.5 | 14[fluorescence artefact?]
CN1C(=O)CS(=O)c2ccc(C(=O)NC3CC3)cc21 (configuration not stated) | -10 | 1 | 0.2 | . | -4 | -6 | -0.2 | 0.3 | -3
O=S(=O)(O)c1nc2ccccc2n1Cc1cccc2ccccc12 | -6 | -12 | 0.6 | -3.1 | 6 | 18 | 0.3 | -0.5 | -1
CCC(C)SCC(=O)Nc1ccc(S(=O)(=O)N2CCOCC2)cc1OC (configuration not stated) | -46 | -21 | -1.3 | -0.74 | 11 | -4 | -0.3 | 3.3 | 2
O=C(c1cccnc1)N1CCN(C/C=C/c2ccccc2)CC1 | -7 | 1 | 1.1 | 0.81 | -125 | -23 | 0.0 | 0.5 | 0
COc1cccc(C(=O)Cn2c(NCCO)nc3ccccc32)c1 | -3 | -1 | -0.6 | 0.03 | 4 | -29 | -0.3 | 0.5 | 2
Cc1ccc(NC(=O)CN(C)C(=O)Cn2cc(C(F)(F)F)cc(Cl)c2=O)cc1 | -14 | 2 | 0.8 | 0.72 | -2 | 1 | 0.6 | 2.4 | 4
COc1ccccc1N1CCN(C2CCN(C(=O)COc3ccccc3)CC2)CC1 | -17 | 7 | -0.2 | -0.28 | 1 | 0 | 1.0 | 0.7 | 0
N=c1c2c3c(sc2ncn1Cc1ccco1)CCCCC3 | -6 | -25 | -0.4 | 0.46 | -1 | 11 | -0.9 | 2.8 | -2
C=CCNC(=O)C1CC(c2cccc(OC)c2)=NO1 (configuration not stated) | -18 | -14 | 1.0 | 3 | -6 | 23 | 0.1 | 0.6 | 2
Cn1c(SCC(=O)Nc2cccc(S(=O)(=O)NC3=NCCCCC3)c2)nnc1-c1ccncc1 | -4 | -16 | 0.6 | 0.49 | 10 | 16 | 3.2 | -0.2 | -1
S=C(NCC1CCCO1)N1CCN(c2ccc(Cl)c(Cl)c2)CC1 (configuration not stated) | -25 | 0 | 0.4 | -3.2 | 20 | -2 | 2.0 | -3.0 | -1

Record cards, as listed above. Values in the order: MDM2 E3 inh	EBV gp42 block	PERK inhibitor	Cl transport mod	Rad51 HR inh	m-calpain inh	zVAD death inh	TNF necrop inh	eIF4E-4G inh
Listed for CN1C(=O)CS(=O)c2ccc(C(=O)NC3CC3)cc21 (configuration not stated) → -10	1	0.2	.	-4	-6	-0.2	0.3	-3
Listed for O=S(=O)(O)c1nc2ccccc2n1Cc1cccc2ccccc12 → -6	-12	0.6	-3.1	6	18	0.3	-0.5	-1

(further entries)
Molecule | MDM2 E3 inh | EBV gp42 block | PERK inhibitor | Cl transport mod | Rad51 HR inh | m-calpain inh | zVAD death inh | TNF necrop inh | eIF4E-4G inh
COc1cnc(SCc2ccc(Cl)c(Cl)c2)nc1Cl | -12 | 9 | 0.1 | . | 4 | 26 | -0.3 | -2.0 | -3
CC(=O)c1cccc(NC(=O)CN(C2CCCCC2)S(C)(=O)=O)c1 | -5 | -4 | -0.2 | 0.02 | 7 | -6 | -0.3 | -1.4 | -5
CC(C(=O)O)N1C(=O)/C(=C/c2cccn2C)SC1=S (configuration not stated) | -19 | -189 | 0.6 | 0.89 | -39 | 20 | 0.8 | 1.4 | 9[fluorescence artefact?]
CCn1c2c(c(C)cc1=O)C(=O)CC(C)(C)C2 | -1 | -11 | 0.9 | -0.87 | -32 | -7 | 0.6 | 0.9 | 9[fluorescence artefact?]
O=C(COC(=O)/C=C/c1ccc(Cl)cc1)NCCC1=CCCCC1 | 8 | -7 | 1.1 | -0.25 | 7 | -9 | 1.9 | 2.0 | 5
Cc1ccc(C(=O)O/N=C2\CCS(=O)(=O)c3sccc32)cc1 | 6 | -8 | 1.6 | . | 3 | -2 | 0.1 | -3.7 | -6[fluorescence artefact?]
CC1OC(Nc2cccc3ccccc23)C(O)C(O)C1O (configuration not stated) | -3 | 1 | 1.1 | . | 2 | -448 | 0.0 | -6.1 | 16
Cc1ccccc1Nc1c([N+](=O)[O-])ccc2c1=NC1(CCCCC1)N=2 | -15 | -2 | 1.2 | . | 6 | -5 | 0.0 | -2.0 | -2
C=CC[N+](C)(C)C/C(Cl)=C(\Cl)c1ccccc1 | -2 | -9 | -1.0 | -0.48 | 16 | -46 | 1.5 | 0.9 | -8[fluorescence artefact?]
CCc1ccc(-n2nnnc2SCC(=O)NNC(=O)c2ccco2)cc1 | -26 | -13 | 0.9 | . | -2 | -15 | -0.1 | -8.2 | 0
COc1ccc2c(c1)S(=O)(=O)c1ccccc1N2 | -7 | -8 | 0.8 | 0.61 | 7 | -16 | 1.8 | 0.3 | -5
CCOC(=O)c1[nH]c2c(c1C)C(=O)CC(c1ccc(OCC)c(OC)c1)C2 (configuration not stated) | -8 | -17 | -0.1 | . | 6 | -51 | -0.8 | 1.2 | -2
CCOc1ncnc2c1[nH]c1ccccc12 | . | -19 | 1.3 | -0.44 | 16 | -32 | 1.0 | -0.1 | -3
CN(C)c1cc[n+](CC(=O)Nc2c(Cl)cc(Cl)cc2Cl)cc1 | -4 | -24 | 0.5 | 1 | 25 | -15 | 2.9 | -1.7 | -2
O=C(Cc1ccc(Cl)c(Cl)c1)Nc1cccc2ncccc12 | -17 | 2 | -0.6 | -0.08 | -13 | 42 | 3.4 | 3.2 | -3
O=C(Nc1ccc2c(c1)CCC2)c1cc2ccccc2o1 | -26 | -13 | -1.1 | -1.1 | . | 30 | -0.8 | -2.2 | 13
O=C(N/N=C/C(Br)=C/c1ccccc1)C(O)c1ccccc1 (configuration not stated) | -5 | -5 | 0.5 | -0.039 | -3 | 22 | -1.0 | -15 | 3
COc1ccccc1CNC(=O)CSc1cc(=O)n(C)c2ccccc12 | -23 | -2 | 0.1 | -0.39 | . | 8 | -0.5 | -0.4 | 0
O=C(CNS(=O)(=O)c1ccc(Br)s1)NC1CCCc2ccccc21 (configuration not stated) | -1 | -11 | 0.4 | -1.3 | . | 8 | . | 0.3 | 0
O=C(COC(=O)/C=C/c1cccc(C(F)(F)F)c1)NCc1ccc(F)cc1 | 4 | -21 | 1.6 | 0.61 | -3 | 2 | 1.3 | 0.4 | 6[fluorescence artefact?]
Cn1c(=O)n(CCCOc2ccc(Cl)cc2)c2ccccc21 | -12 | -27 | -0.4 | -0.063 | 5 | -16 | 0.1 | -0.6 | 4
O=C1CCCCC1c1cccc2ccccc12 (configuration not stated) | -1 | -16 | 0.1 | 0.63 | . | -4 | 0.2 | -0.3 | 6
CCC(C)(C)n1nnnc1C(c1ccc(O)c(OC)c1)N1CCN(c2nc3ccccc3s2)CC1 (configuration not stated) | -25 | -28 | -0.6 | -4.3* | 7 | -66 | 11 | 3.0 | -4
CCCOC(=O)CSC1=C(C#N)C(c2ccccc2OCC)C(C#N)C(=O)N1 (configuration not stated) | -15 | -15 | -0.1 | . | -2 | -2 | 1.6 | -0.5 | -2

Arranged by count of non-hydrogen atoms (low to high): 11 of the compounds above
Molecule | MDM2 E3 inh | EBV gp42 block | PERK inhibitor | Cl transport mod | Rad51 HR inh | m-calpain inh | zVAD death inh | TNF necrop inh | eIF4E-4G inh
CCOc1ncnc2c1[nH]c1ccccc12 | . | -19 | 1.3 | -0.44 | 16 | -32 | 1.0 | -0.1 | -3
O=C1CCCCC1c1cccc2ccccc12 (configuration not stated) | -1 | -16 | 0.1 | 0.63 | . | -4 | 0.2 | -0.3 | 6
COc1ccc2c(c1)S(=O)(=O)c1ccccc1N2 | -7 | -8 | 0.8 | 0.61 | 7 | -16 | 1.8 | 0.3 | -5
O=C(Nc1ccc2c(c1)CCC2)c1cc2ccccc2o1 | -26 | -13 | -1.1 | -1.1 | . | 30 | -0.8 | -2.2 | 13
O=C(Cc1ccc(Cl)c(Cl)c1)Nc1cccc2ncccc12 | -17 | 2 | -0.6 | -0.08 | -13 | 42 | 3.4 | 3.2 | -3
O=C(CNS(=O)(=O)c1ccc(Br)s1)NC1CCCc2ccccc21 (configuration not stated) | -1 | -11 | 0.4 | -1.3 | . | 8 | . | 0.3 | 0
Cc1ccccc1Nc1c([N+](=O)[O-])ccc2c1=NC1(CCCCC1)N=2 | -15 | -2 | 1.2 | . | 6 | -5 | 0.0 | -2.0 | -2
CCc1ccc(-n2nnnc2SCC(=O)NNC(=O)c2ccco2)cc1 | -26 | -13 | 0.9 | . | -2 | -15 | -0.1 | -8.2 | 0
O=C(COC(=O)/C=C/c1cccc(C(F)(F)F)c1)NCc1ccc(F)cc1 | 4 | -21 | 1.6 | 0.61 | -3 | 2 | 1.3 | 0.4 | 6[fluorescence artefact?]
CCCOC(=O)CSC1=C(C#N)C(c2ccccc2OCC)C(C#N)C(=O)N1 (configuration not stated) | -15 | -15 | -0.1 | . | -2 | -2 | 1.6 | -0.5 | -2
CCC(C)(C)n1nnnc1C(c1ccc(O)c(OC)c1)N1CCN(c2nc3ccccc3s2)CC1 (configuration not stated) | -25 | -28 | -0.6 | -4.3* | 7 | -66 | 11 | 3.0 | -4

High-throughput results: PubChem BioAssay, several laboratories
